Tb PFK inh: inhibitors of T. brucei phosphofructokinase | Potency, µM (doses to about 57.5 µM), for inactives: at the highest dose activity, negative = inhibition, actives largely listed as inhibitors | O15648 | actives 0.17% (n = 330,000) | T. brucei PFK, ADP-Glo luminescence;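 further: potency means the concentration at half of the fitted maximal effect; 0% = uninhibited 1x PFK enzyme wells and -100% = no-enzyme wells; nearly all actives have a fitted effect of over 60% in size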
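1.25 nM PFK with 0.5 mM F6P and 0.1 mM ATP in 0.1 M TEA pH 8.0, 5 mM MgCl2, incubated 45 min at room temperature; ADP measured by ADP-Glo luminescence; compounds titrated up to 57 uM.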
Mito fusion yeast: mitochondrial division inhibition or fusion activation; actives 0.23% (n = 320,000); Potency, µM (doses to about 46.1 µM), inactives show at the highest dose growth rescue (activation), hits mostly activators; S. cerevisiae fusion-defective mutant growth rescue, CellTiterGlo 48 h;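 further: potency means the concentration at half of the fitted maximal effect; % of control where 0% means no effect; nearly all actives have a fitted effect of over 45% in size; temperature-sensitive fusion mutants such as fzo1-1 at 37 °C on non-fermentable ethanol glycerol medium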
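S. cerevisiae fusion-defective temperature-sensitive mutants (e.g. fzo1-1, mgm1-5) grown 48 h at 37C in YPEG (ethanol/glycerol non-fermentable) medium with 23 nl compound per well; growth rescue read as CellTiterGlo luminescence.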
TSHR antagonist: human thyrotropin receptor antagonism. P16473. TSHR-expressing cells, TSH-stimulated cAMP HTRF, 2 h; active compounds read low. activity change, negative = inhibition, % at 11.5 µM. actives 0.2% (n = 330,000). AID 504810;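 active means activity change below a set negative limit, meaning inhibition stronger than a set level, cut at about -70% in these data; inconclusive means activity change between two set negative limits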; further: on the % scale 0 is the no-effect control and ±100 the full control effect
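Freshly harvested TSHR cells receive pin-tooled compound, then EC80 TSH at 4nM final. After 2 hours at 37 deg C, antibody in lysis buffer and cAMP-d2 are added; 30 minutes at ambient temperature precede the HTRF read.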
ELG1 repair inh: inhibitors of ELG1-dependent DNA repair in HEK293T cells. actives 2.3% (n = 330,000). AID 504467. HEK293T ELG1-luciferase reporter, luminescence, 16 h; DNA damage induced by 5-fluorouridine. Potency, µM (titrated, usually from 46.1 µM), for inactives: at the top dose activity change, negative = inhibition, most hits filed as inhibitors; further: potency means the concentration at half of the fitted maximal effect; on the % scale 0 is the no-effect control and ±100 the full control effect; nearly all actives have a fitted effect of over 55% in size
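HEK293T cells expressing luciferase-tagged ELG1 (2,000/well) received 5-Fluorouridine plus compound or DMSO for 16 hr at 37 °C. Luciferase was read by ONE-Glo luminescence after 30 min at room temperature.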
PTAP TSG101 blk: blocks PTAP/TSG101 interaction to inhibit HIV-1 budding. Q99816. Fluorescence polarization, FITC-PTAP peptide / Tsg101 binding. Potency, µM (top dose mostly 115 µM), for the others: at the top dose activity change, negative = inhibition, hits mostly inhibitors. 340,000 tested, under 10 active; active means well fitted inhibition curve with a large enough effect in the main read-out, with a control signal flat, not every such curve was filed as active; inconclusive means small, poorly fitted or top-dose-only effect, or effect the other way, or a change in a side signal; inactive means no such curve, though single readings can be large or run the other way; further: potency means the concentration at half of the fitted maximal effect; % of control where 0% means no effect
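Steps: Tsg101 binding domain dispensed (10 uM final), compounds pinned in DMSO, FITC-labeled PTAP-motif peptide added (50 nM final); after 20 min binding at room temperature, polarization measured.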
BCR signal inh: blocks chronic active B-cell receptor signaling | ABC-DLBCL IkBa-CBG/CBR reporter, luminescence ratio, 4 h | Potency, µM (titrated, usually from 46.1 µM), without a hit: at the highest dose ratio change, negative = lower green/red ratio, actives largely listed as inhibitors | actives 0.05% (n = 340,000); active means well fitted inhibition curve with a large enough effect in the signal ratio, with a control signal flat, not every such curve was filed as active; inconclusive means small, poorly fitted or top-dose-only effect, or effect the other way, or a change in a side signal; the % refers to the signal ratio;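 further: potency means the concentration at half of the fitted maximal effect; plate controls were basal doxycycline-induced cells for no effect and cells given 10 µM MG132 for full effect; MG132 reads +100%, hits lower the ratio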
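Cell line TMD8 (human ABC DLBCL), stably expressing tet-inducible CBG68-IkBa fusion and CBR; IMDM/0.5% FBS; cpd up to 46 uM; dox induction, 4 h, 37C/5% CO2; dual luminescence; green/red ratio; MG132 control.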
Eya2 phos inh: Eya2 (human) phosphatase inhibition; O00167; AID 488837; Potency, µM (series often up to 76.9 µM), inactives show at the highest dose activity, negative = inhibition, hits mostly inhibitors; recombinant Eya2, OMFP fluorescence dephosphorylation (OMFP is methylfluorescein phosphate); actives 0.006% (n = 330,000); further: potency means the concentration at half of the fitted maximal effect; on the % scale 0 is the no-effect control and ±100 the full control effect
Target sequence (O00167 whole entry, looked up): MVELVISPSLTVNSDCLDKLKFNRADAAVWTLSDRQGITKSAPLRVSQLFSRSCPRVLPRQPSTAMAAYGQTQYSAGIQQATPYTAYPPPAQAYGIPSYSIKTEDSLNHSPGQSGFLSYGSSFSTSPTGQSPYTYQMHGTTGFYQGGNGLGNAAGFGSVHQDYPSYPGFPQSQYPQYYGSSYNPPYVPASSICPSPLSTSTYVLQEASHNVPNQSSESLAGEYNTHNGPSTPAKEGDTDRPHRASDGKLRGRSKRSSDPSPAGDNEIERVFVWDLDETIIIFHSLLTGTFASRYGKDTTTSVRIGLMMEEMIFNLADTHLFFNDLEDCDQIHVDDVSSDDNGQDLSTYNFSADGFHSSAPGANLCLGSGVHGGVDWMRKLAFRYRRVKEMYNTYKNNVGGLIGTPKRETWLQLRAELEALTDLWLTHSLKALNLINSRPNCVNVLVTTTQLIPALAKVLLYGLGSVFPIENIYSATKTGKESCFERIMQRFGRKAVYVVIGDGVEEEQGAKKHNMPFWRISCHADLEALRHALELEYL
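Eya2 (0.2 uM) preincubated 10 min at ambient with compound, then OMFP substrate added at 50 uM; 10 min reaction in 50 mM HEPES pH 7.5, 50 mM NaCl, 5 uM MgCl2, 0.05% BSA, 1 mM DTT. Fluorescence read at Ex 485/Em 525 nm.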
B2AR arrestin: agonists driving beta-arrestin recruitment to human beta2-adrenergic receptor; Potency, µM (highest dose often 46.1 µM), inactives show at the top dose activation, most hits filed as activators; beta-arrestin recruitment to beta2AR, cell-based reporter; P07550; actives 0.02% (n = 330,000); AID 492947;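 further: potency means the concentration at half of the fitted maximal effect; 0% = DMSO controls and full agonism = EC100 isoproterenol or metaproterenol; nearly all actives have a fitted effect of over 65% in size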
uPA surface inh: cell surface uPA generation inhibition | Potency, µM (doses to about 38.3 µM), without a hit: at the highest dose activity change, negative = inhibition, actives largely listed as inhibitors | actives 0.31% (n = 330,000) | cell surface uPA generation assay, qHTS; active means well fitted inhibition curve with a large enough effect; inconclusive means small, poorly fitted or top-dose-only effect; inactive means no such curve, though single readings can be large or run the other way; tested in mouse RAW 264.7 cells; further: potency means the concentration at half of the fitted maximal effect; on the % scale 0 is the no-effect control and ±100 the full control effect; nearly all actives have a fitted effect of over 55% in size
USP2a block: inhibitors of human ubiquitin-specific protease USP2a; O75604; USP2 core, Ub-CHOP2 coupled fluorogenic reporter, 485/531; Potency, µM (top dose mostly 38.3 µM), for inactives: at the top dose activity change, negative = inhibition, usual class: inhibitors; actives 0.01% (n = 330,000);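 further: potency means the concentration at half of the fitted maximal effect; plate controls were DMSO wells for no effect and full inhibition by NEM control for full effect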
Target sequence (O75604 whole entry, looked up): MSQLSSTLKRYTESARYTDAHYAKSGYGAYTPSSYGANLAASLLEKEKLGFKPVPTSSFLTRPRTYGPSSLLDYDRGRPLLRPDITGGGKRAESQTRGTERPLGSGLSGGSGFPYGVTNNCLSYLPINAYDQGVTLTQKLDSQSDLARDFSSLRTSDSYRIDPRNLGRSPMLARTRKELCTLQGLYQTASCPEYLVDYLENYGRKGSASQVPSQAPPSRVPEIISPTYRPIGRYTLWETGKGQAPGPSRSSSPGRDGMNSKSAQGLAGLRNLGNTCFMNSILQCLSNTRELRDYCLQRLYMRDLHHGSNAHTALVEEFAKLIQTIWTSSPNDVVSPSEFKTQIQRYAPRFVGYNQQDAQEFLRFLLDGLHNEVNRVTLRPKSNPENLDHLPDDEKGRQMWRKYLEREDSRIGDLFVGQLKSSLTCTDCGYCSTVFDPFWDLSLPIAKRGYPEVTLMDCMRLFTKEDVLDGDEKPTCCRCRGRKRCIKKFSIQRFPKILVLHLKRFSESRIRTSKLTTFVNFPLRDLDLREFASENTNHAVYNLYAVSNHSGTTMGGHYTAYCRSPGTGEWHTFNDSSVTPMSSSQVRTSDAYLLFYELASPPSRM
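USP2 core (10nM final) preincubated 30min RT with compound in 20mM Tris-HCl pH 8.0, 2mM CaCl2, 2mM beta-mercaptoethanol, 0.05% CHAPS; 25nM Ub-CHOP2 plus 25nM reporter substrate added, fluorescence (Ex485/Em531) read after 60min.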
TCR act: activators of T cell receptors; primary human leukocytes, anti-CD3, IL-2 HTRF, 48 h; Potency, µM (doses to about 9.22 µM), without a hit: at the highest dose activation of IL-2 secretion, most hits filed as activators; 330,000 tested, under 10 active; AID 504894; further: % of control where 0% means no effect
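Primary human leukocytes incubated 48 hr with anti-CD3 beads plus compound, without co-stimulation. Secreted IL-2 measured by HTRF (europium cryptate/d2 anti-IL-2 pair, 320 nm excitation, 665 nm emission).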
An asterisk follows results filed as active; ? = inconclusive; / = no result given; [ ] = dose if it differs, or a comment. Unless noted, the call rests on the fitted dose curve; in most records, active means well fitted curve in the direction sought with a large enough effect; inconclusive means small, poorly fitted or top-dose-only effect, or another doubt; inactive means no such curve, though single readings can be large; an effect the other way counts as inactive or inconclusive.

SMILES	Tb PFK inh	Mito fusion yeast	TSHR antagonist	ELG1 repair inh	PTAP TSG101 blk	BCR signal inh	Eya2 phos inh	B2AR arrestin	uPA surface inh	USP2a block	TCR act
O=C(Nc1ccccc1)C(=O)c1c[nH]c2ccccc12	1%	-5%	-17	?	-8%	?	-21%	0.4%	4%	0%	/
CCOC(=O)c1ccc(S(=O)(=O)N2CCC(C(=O)NCC3CCCCC3)CC2)cc1	-5%	1%	11	-1%	-2%	3%	7%	-0.2%	-2%	3%	-18%
Cc1ccc(/C=N/NC(=O)CCCOc2ccc(Cl)cc2Cl)cc1[N+](=O)[O-]	-3%	-3%	0	?	-2%	?	2%	0.1%	4%	-2%	1%
Cc1cc(C)n2nc(SCC(=O)NCc3ccco3)nc2n1	-1%	2%	6	7%	-7%	4%	0%	0.2%	/	6%	-1%
O=C(CC1SC(=O)N(Cc2ccc(Cl)cc2)C1=O)Nc1nccs1 (configuration not stated)	0%	-11%	-8	-2%	-2%	12%	3%	0.0%	2%	-2%	-2%[46.1 µM]
CCOC(=O)/C(C#N)=C/c1cn(CCC(=O)O)nc1-c1ccc(Cl)cc1	0%	-5%	-22	12%	-4%	19%	9%	-0.4%	1%	1%	5%[46.1 µM]
Cc1cccc(CNC(=O)c2ccc3nc(Cc4ccccc4F)oc3c2)n1	1%	1%	18	?	-2%	-1%	1%	-0.8%	4%	-1%	-8%
Cc1cc(NC(C)c2ccccc2)n2ncc(-c3ccccc3)c2n1 (configuration not stated)	-1%	-4%	-11	?	-3%	?	-9%	0.8%	10%	1%	5%
Nc1ccccc1SCC1CSc2nc3ccccc3c(=O)n21 (configuration not stated)	-10%	3%	-6	7%	-2%	2%	-24%	-0.2%	-18%	1%	-3%
CN(Cc1ccccc1)S(=O)(=O)c1ccc(OCC(=O)Nc2cccc([N+](=O)[O-])c2)cc1	-2%	-3%	-9	1%	-3%	?	-3%	0.1%	2%	-4%	-2%[46.1 µM]
Cc1ccccc1NC(=O)COc1ccc(Br)cc1C	-4%	1%	-8	?	0%	?	-4%	-0.1%	2%	0%	3%[46.1 µM]
COc1ccc(Nc2oc(-c3ccccc3F)nc2C#N)cc1	4%	3%	-1	3%	2%	2%	-2%	0.0%	8%	0%	-2%
O=C1C2(c3ccccc3)CN(CCO)CC1(c1ccccc1)CN(CCO)C2	2%	-1%	5	11%	-4%	1%	4%	0.2%	4%	-4%	-1%
O=c1cc(Cl)c(-c2ccccc2)nn1Cc1ccc(Cl)cc1	-1%	10%	2	17%	-1%	?	-13%	-1.0%	-12%	-1%	6%
COc1ccc(OC)c(S(=O)(=O)N2CCC(C(=O)Nc3cccc(C(F)(F)F)c3)CC2)c1	-9%	3%	5	?	-5%	1%	-8%	-0.4%	-13%	3%	-6%
CC(=O)N1CCN(Cc2nc3cc(NC(=O)COc4ccccc4)ccc3n2C)CC1	-3%	-1%	-3	-8%	0%	-12%	-7%	-0.2%	4%	1%	1%
c1coc(-c2nc3nc4ccccc4nc3n2-c2ccc3c(c2)OCCO3)c1	0%	-1%	21	16µM*	-7%	7%	10%	-0.1%	-3%	-1%	-5%
CCOC(=O)c1ccc(N2C(=O)CC(N(Cc3ccc4c(c3)OCO4)C(=O)Nc3ccccc3)C2=O)cc1 (configuration not stated)	1%	7%	29	?	-6%	?	-10%	-0.1%	/	-28%	-60%
CN1/C(=C/C(=O)c2cccs2)Sc2ccccc21	1%	-1%	-24	?	/	-35%	-2%	0.2%	/	5%	/
NS(=O)(=O)c1ccc(NC(=S)NC2CCCCCC2)cc1	-25%	-1%	-2	1%	0%	?	10%	-0.9%	-2%	1%	3%[46.1 µM]
COC(=O)C1=NN(c2ccc(C)cc2)C2(S1)SC(C(C)=O)=C(C)N2c1ccccc1 (configuration not stated)	0%	-3%	-15	-12%	1%	-20%	-9%	-0.2%	5%	4%	3%
CNc1oc(-c2ccc(C)cc2)nc1P(=O)(c1ccccc1)c1ccccc1	1%	9%	15	-2%	-3%	0%	-5%	-0.7%	-4%	-7%	6%
Cc1ccc(Sc2ncccc2C(=O)NCC(c2ccc(F)cc2)N2CCOCC2)c(C)c1 (configuration not stated)	0%	12%	-5	?	-1%	?	10%	4.9%	-9%	0%	2%
O=C(c1ccc2c(c1)OCCO2)N1CCN(c2ccc([N+](=O)[O-])cc2)CC1	-5%	16%	-4	?	/	6%	?	0.1%	/	4%	/
O=C(CSc1nnc(Nc2ccccc2F)s1)NC1CC1	5%	0%	-2	?	3%	0%	7%	-0.2%	-7%	4%	2%
COc1ccc(C(=O)O)cc1S(=O)(=O)Nc1ccccc1Cc1ccccc1	1%	-8%	-7	4%	1%	?	-6%	0.0%	-2%	0%	8%
CCN(CC(=O)NCc1ccc(F)cc1)C(=O)/C=C/c1ccc(OC)cc1	5%	20%	4	0%	-5%	-5%	6%	-0.1%	-2%	1%	-2%
Cc1ccc(S(=O)(=O)N2[C@@H](c3ccc(C(C)(C)C)cc3)C(C(=O)O)=CC[C@H]2c2ccc(C(C)C)cc2)cc1	-9%	/	-7	16µM*	?	?	-29%	0.1%	?	?	1%
Cc1ccc(C)c(N2CCN(C(=O)CCNC(=O)Cn3ccc4ccccc4c3=O)CC2)c1	11%	-8%	-41	2%	5%	3%	-13%	-0.1%	/	2%	4%
O=C(O)CN1C(=O)/C(=C\c2ccccc2OCc2ccc(F)cc2)SC1=S	1%	5%	-5	-3%	-16%	3%	8%	0.0%	-10%	-2%	-5%
Cc1ccc(-c2nc(CS(=O)(=O)CC(=O)NCCCN(Cc3ccccc3)C(C)C)c(C)o2)cc1	1%	-5%	5	-4%	-3%	?	1%	-0.2%	?	1%	0%
Cn1c(=O)c(-c2ccccc2N)nc2ccccc21	-5%	1%	-7	?	-7%	?	-7%	-0.2%	/	0%	-4%
Cc1ccc(Cl)c(OCC(=O)NCc2ccco2)c1	2%	1%	6	?	-5%	?	1%	0.0%	/	2%	-7%
CC1CCN(C(=O)CN2C(=O)NC(C)(c3ccc4ccccc4c3)C2=O)CC1 (configuration not stated)	3%	/	-5	-16%	1%	-3%	-1%	-0.7%	-5%	-1%	2%
O=C(c1ccc(=O)n(Cc2ccccc2)n1)N1CCN(C/C=C/c2ccccc2)CC1	?	7%	4	16µM*	-6%	-11%	-17%	0.2%	0%	-2%	-8%
O=C(O)c1ccccc1NS(=O)(=O)c1ccc2c(c1)OCCO2	17%	-5%	6	0%	-4%	1%	23%	-0.2%	0%	11%	2%
COC(=O)c1sc(NC(=S)NC(=O)c2cccc(Br)c2)nc1C	-2%	3%	-10	?	2%	-1%	20%	0.2%	0%	-2%	-16%
CC(C)(C)NC(=O)C(c1ccc(F)cc1)N(Cc1ccco1)C(=O)CCC(=O)Nc1ccccn1 (configuration not stated)	0%	2%	-6	4%	-1%	-1%	-2%	-0.2%	-4%	1%	-1%
CC1(C)CC(=O)C=C(C(=O)N2CCCC(C(=O)c3cccc(Cl)c3)C2)O1 (configuration not stated)	0%	4%	-8	-5%	-1%	16%	0%	-0.1%	-4%	-1%	/
Cc1c[nH]c2ccccc12	-5%	14%	27	6%	0%	3%	16%	0.0%	?	2%	-10%
Cn1c(C(=O)N2CCCc3ccccc32)cc2c(=O)n3ccccc3nc21	0%	11%	0	?	/	4%	4%	2.8%	/	2%	/
COc1cc(-c2nc(C(F)(F)F)c(OC)o2)cc(OC)c1OC	-5%	?	5	-5%	0%	1%	1%	0.0%	-7%	0%	2%[46.1 µM]
CC(C)(C)C(=O)/C=c1\[nH]c(=O)/c(=C\c2ccc(F)cc2)s1	-7%	13%	-10	?	1%	?	11%	-0.2%	-12%	-5%	-2%
CCc1c(C)c2ccc(OCC(=O)OC(C)C)c(C)c2oc1=O	0%	-3%	-33	-9%	2%	5%	-1%	-0.3%	/	1%	-6%
COc1ccc(OC)c(NC(=O)Cn2c(=O)n(CC(=O)NCc3ccco3)c(=O)c3ccccc32)c1	2%	1%	5	-1%	-4%	12%	-17%	-0.4%	-1%	-2%	5%

Screening data: PubChem, National Center for Advancing Translational Sciences (NCATS)
